KCNK9 inh: inhibitors of human KCNK9 two-pore domain potassium channel; Q9NPC2; B-score at 10 µM; 310,000 compounds, 1.2% hits; AID 488922; HEK293 KCNK9, FluxOR thallium flux fluorescence; stronger effect = lower value;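 active = ratio B-score over 3 SD below the library mean, with starting fluorescence within 5 SD of its mean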;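 note: negative B-score means less thallium flux so channel inhibition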
KCNQ1 act: potentiators or activators of human KCNQ1 potassium channel; AID 2648; CHO-K1 KCNQ1, thallium flux FluxOR fluorescence; stronger effect = higher value; B-score at 10 µM; 310,000 compounds, 0.35% hits;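 active = fluorescence ratio B-score, a plate-corrected score, at least three library SD, with initial intensity B-score within 5 SD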
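Medium – assay buffer, equal DMSO in all wells · Material – CHO-K1 cell line with stable KCNQ1 potassium channel expression · Signal – kinetic FluxOR thallium fluorescence, 10-s 1-Hz baseline, 110-s post-stimulus read · Compound – single concentration per compound, DMSO matched to controls · Schedule – 37 °C overnight plating, 90-min dark dye load, 20-min compound pretreatment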
KCNQ1 inh: inhibitors of human KCNQ1 potassium channel | CHO-K1 KCNQ1, FluxOR thallium flux fluorescence; stronger effect = higher value | 310,000 compounds, 1.3% hits | P51787 | B-score at 10 µM | AID 2642;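 active = compounds whose thallium flux B-score, printed positive for inhibition, exceeds three library SD while starting fluorescence stays within three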;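 note: channel opened by potassium depolarization with thallium stimulus after 20 min compound exposure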
GSK3A inh: blocks human GSK-3 alpha kinase; inhibition, % at 10 µM; P49840; 320,000 compounds, 0.1% hits; ADP-Glo luminescence, 60 min; AID 2650;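 in the data active = inhibition above about 50%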;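 note: GST-tagged GSK-3 alpha with peptide substrate and 25 µM ATP; 0% = DMSO neutral wells and 100% = GW8510 positive control wells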
hERG protect: shields human hERG channel from block by proarrhythmic agents | CHO-hERG, FluxOR thallium flux, dofetilide IC70 present | activation (rescue from dofetilide block), less the hit threshold, % at 10 µM | 310,000 compounds, 0.51% hits;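 active = activation above the mean of controls blocked by dofetilide plus 5 SD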;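 note: thallium influx through hERG after potassium depolarization seen as dye fluorescence rise; in these data hits start at about 4.7%; inactives centre near -7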
Target sequence (Q12809 whole entry, looked up): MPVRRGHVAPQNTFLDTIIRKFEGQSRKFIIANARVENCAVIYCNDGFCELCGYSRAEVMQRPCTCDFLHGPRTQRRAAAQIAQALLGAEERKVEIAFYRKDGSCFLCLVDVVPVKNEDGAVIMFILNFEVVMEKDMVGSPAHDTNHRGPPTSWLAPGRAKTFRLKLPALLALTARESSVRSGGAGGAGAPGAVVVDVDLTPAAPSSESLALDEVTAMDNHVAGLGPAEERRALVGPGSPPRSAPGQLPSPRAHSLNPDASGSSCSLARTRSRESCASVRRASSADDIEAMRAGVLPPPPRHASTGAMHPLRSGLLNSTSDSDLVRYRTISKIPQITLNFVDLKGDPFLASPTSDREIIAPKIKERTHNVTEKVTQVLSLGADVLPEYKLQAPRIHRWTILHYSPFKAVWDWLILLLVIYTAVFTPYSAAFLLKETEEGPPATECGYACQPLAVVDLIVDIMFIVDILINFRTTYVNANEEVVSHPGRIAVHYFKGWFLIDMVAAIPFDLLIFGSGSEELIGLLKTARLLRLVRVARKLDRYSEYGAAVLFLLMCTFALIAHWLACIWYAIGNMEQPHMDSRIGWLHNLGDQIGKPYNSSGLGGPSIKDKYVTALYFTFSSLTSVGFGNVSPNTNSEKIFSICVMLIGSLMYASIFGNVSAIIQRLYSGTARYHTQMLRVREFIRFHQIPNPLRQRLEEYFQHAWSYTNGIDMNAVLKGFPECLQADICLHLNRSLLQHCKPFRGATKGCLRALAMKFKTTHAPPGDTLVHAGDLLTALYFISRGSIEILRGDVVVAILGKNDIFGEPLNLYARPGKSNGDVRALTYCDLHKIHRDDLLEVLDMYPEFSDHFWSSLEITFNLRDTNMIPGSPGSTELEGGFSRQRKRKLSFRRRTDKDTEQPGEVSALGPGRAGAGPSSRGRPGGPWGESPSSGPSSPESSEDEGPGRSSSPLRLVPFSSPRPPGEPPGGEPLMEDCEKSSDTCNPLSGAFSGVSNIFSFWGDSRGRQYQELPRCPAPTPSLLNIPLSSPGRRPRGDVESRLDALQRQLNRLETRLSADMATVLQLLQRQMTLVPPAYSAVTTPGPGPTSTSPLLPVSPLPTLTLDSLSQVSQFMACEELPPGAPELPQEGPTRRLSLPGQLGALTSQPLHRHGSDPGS
PolyA inh: yeast polyadenylation inhibition; S. cerevisiae SKY197-pL101 polyadenylation reporter, beta-gal luminescence; efflux-impaired pdr1/pdr3 knockout yeast; score 100 = 6 SD above DMSO; calls only at 12 µM; 300,000 compounds, 0.02% hits; AID 1875;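 active = lowest replicate activity score at least 50, where 100 means six control SD above control mean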;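 note: yeast exposed to compound for 9 h at 30 °C; higher score means more reporter readthrough which indicates perturbed polyadenylation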
RGS4 act: potentiators or activators of RGS4; B-score at 10 µM; 310,000 compounds, 0.92% hits; HEK293 M3R/inducible RGS4, carbachol calcium flux Fluo4; stronger effect = lower value;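 active = B-score of the integrated calcium signal more than 4 SD below the library mean, with starting fluorescence not abnormally high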;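 note: negative B-score means reduced calcium response which marks RGS4 activation or potentiation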
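test system = HEK293 cells with stable M3R and inducible RGS4 | schedule = recording 10 s baseline at 1 Hz, 100 s post-agonist | technique = Fluo4-AM (2 µM) calcium-flux fluorescence, kinetic read | measure = Agonist-evoked peak-minus-minimum fluorescence over baseline, integrated ratio, B score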
RGS4 block: inhibitors of human RGS4; P49798; HEK293 M3R/RGS4 inducible, Fluo-4 calcium flux; stronger effect = higher value; triggered by carbachol at its EC20; B-score at 10 µM; 310,000 compounds, 0.45% hits; AID 463165;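 active = B-score, a plate-corrected calcium signal, over three deviations above library mean, with baseline fluorescence within five deviations of library mean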;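 note: RGS4 expression induced by doxycycline in cells with stable M3 receptor; B-score is computed from the integrated fluorescence ratio over baseline after carbachol; higher B-score means a larger calcium signal and so more RGS4 inhibition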
DYRK1A inh: blocks rat Dyrk1A kinase activity; Q63470; ADP-Glo luminescence, NFATc1 peptide; inhibition, % at 12.5 µM; 310,000 compounds, 0.43% hits; in the data active = inhibition above about 50%;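 note: plate controls were vehicle with enzyme for no effect and no enzyme for full effect; many of its hits are not listed in these tables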
GSK3B inh: inhibitors of human GSK3beta kinase | GST-GSK3beta kinase, ADP-Glo luminescence, 60 min; stronger effect = lower value | activity score (negative = inhibition), % at 10 µM | 300,000 compounds, 0.038% hits | AID 2097;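 active = more than half of replicate wells score below -50%, meaning over 50% inhibition versus plate controls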;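 note: 0% = median DMSO wells and -100% = median GW8510 positive control wells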
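Assay system: GST-tagged human GSK3beta kinase, cell-free; Input: 1.6 ng GSK3beta; Medium: Tris/MgCl2 kinase buffer; Timing: 60 min enzyme reaction, room temperature; Signal: ADP-Glo luminescence quantifying ADP generated by kinase; Evaluation: score relative to plate controls; Benchmarks: DMSO neutral wells and GW8510 at 20 µM as positive.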
KCNK3 inh: human KCNK3 channel inhibition, primary screen; CHO-KCNK3 thallium flux, FluxOR fluorescence; stronger effect = lower value; B-score at 10 µM; 340,000 compounds, 0.84% hits; AID 602410;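 active = B-score under library mean minus 4 SD, starting fluorescence ratio at most library mean plus 5 SD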;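 note: more negative B-score means stronger inhibition of thallium flux through KCNK3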
The depositor's hits bear a star; i = inactive; nt = not tested or not shown. Some of the compounds tested; count on the stated rates, not on these rows.

SMILES | KCNK9 inh | KCNQ1 act | KCNQ1 inh | GSK3A inh | hERG protect | PolyA inh | RGS4 act | RGS4 block | DYRK1A inh | GSK3B inh | KCNK3 inh
COC(=O)CSc1nnc2n(C3CCCCC3)c(=O)c3c4c(sc3n12)CCCC4 | i | i | i | -1 | -10 | i | i | i | 3 | 3 | -9.5*
Cc1ccc(NCc2n[nH]c(=S)n2Cc2ccccc2)cc1Cl | i | i | i | nt | -4 | i | i | i | -5 | -6 | i
CCn1c(COc2ccccc2Cl)nnc1SCC(=O)Nc1ncccc1C | i | i | i | -1 | -1 | i | i | i | -1 | 3 | i
CCCC(=O)Nc1nnc(SCC(=O)Nc2ccc3c(c2)OCO3)s1 | i | i | i | -2 | -7 | i | i | i | 8 | -1 | i
Cc1cccc(-c2nnc(-c3ccccc3)o2)c1 | i | i | i | -2 | -6 | i | i | i | -8 | 2 | i
N#Cc1ccc(-c2ccc(OCC(O)CN3CCCCC3)cc2)cc1 (configuration not stated) | i | i | i | 3 | -5 | i | i | i | 5 | -2 | i
O=C(NC1CCCC1)C(c1ccncc1)N(Cc1ccccc1)C(=O)c1ccc(-c2ccccc2)[nH]1 (configuration not stated) | i | i | i | -3 | -10 | i | i | i | -7 | 0 | i
CCCCNC(=O)Cn1c(=O)c2c(ncn2CCC(C)C)n(Cc2ccccc2)c1=O | i | i | i | 0 | -8 | i | i | i | -10 | 1 | i
COC(=O)c1c(C)oc(C)c1S(=O)(=O)NCc1ccco1 | i | i | i | 1 | -6 | i | i | i | 2 | 1 | i
CCCOC(=O)C1=C(C)OC23OC(N)=C(C#N)C12C(=O)c1ccccc13 (configuration not stated) | i | i | i | -1 | -7 | i | i | i | 5 | 1 | i
CC(C)C(Nc1ccc(C(F)(F)F)cc1[N+](=O)[O-])C(=O)O (configuration not stated) | i | i | i | -1 | -13 | i | i | i | 15 | 5 | i
CCCC(=O)N(Cc1cc(=O)[nH]c2ccccc12)c1cccc(C)c1 | i | i | i | 0 | -10 | i | i | i | 1 | -3 | i
CC(=C/c1ccccc1)/C=N/NC(=O)c1ccccn1 | i | i | i | 1 | -10 | i | i | i | 9 | 1 | i
O=C(COc1ccc(Br)cc1Cl)Nn1cnnc1 | i | i | i | 4 | -6 | i | i | i | -4 | -3 | i
C/C(=N\NC(=O)Cc1ccc(Cl)cc1)c1ccc(F)cc1 | i | i | i | -1 | -4 | i | i | i | -3 | -6 | i
CCN(CC)C(=O)Cn1cc(S(=O)(=O)CC(=O)N2CCOCC2)c2ccccc21 | i | i | i | -4 | -10 | i | i | i | -10 | 0 | i
O=C1CC(c2ccccc2)Cc2nc(NCc3ccco3)ncc21 (configuration not stated) | i | i | i | -2 | -5 | i | i | i | -7 | -1 | i
CCCCCCCCCCCCC(=O)CCCCC(=O)O | i | i | i | -4 | -8 | i | i | i | -6 | -26 | i
CN(C(=O)Cn1cnc2ccccc2c1=O)C1CCS(=O)(=O)C1 (configuration not stated) | i | i | i | nt | -6 | i | i | i | 1 | 2 | i
O=C(NCCCN1CCOCC1)[C@@H]1CSC2c3ccccc3C(=O)N21 (some centres not stated) | i | i | i | -6 | -6 | i | i | i | 0 | 0 | i
CC1CN(C(=S)Nc2ccc(Br)cc2)CC(C)O1 (configuration not stated) | i | i | i | -5 | -1 | i | i | i | -2 | 0 | i
O=C(NCC(c1cccnc1)N1CCOCC1)c1ccc2c(c1)OCO2 (configuration not stated) | i | i | i | -1 | -7 | i | i | i | -1 | -2 | i
O=C1CC(c2ccco2)CC2=C1C1c3ccccc3C(=O)N1c1ccccc1N2 (configuration not stated) | i | i | i | 5 | -6 | i | i | i | 6 | 3 | i
Cc1cc(C)n(C(=O)/C=C/c2cccs2)n1 | i | i | i | -1 | -6 | i | i | i | -11 | 5 | i
COc1cccc(CN(C(=O)c2ccccc2)C2CCS(=O)(=O)C2)c1 (configuration not stated) | i | i | i | 1 | -5 | i | i | i | -1 | 0 | i
COc1ccc(NC(=O)CCNS(=O)(=O)c2cc(Br)cnc2N)c(OC)c1 | i | i | i | 0 | -11 | i | i | i | -4 | 1 | i
CCCCN(CC)Cc1ccc(CNC(=O)Nc2ccc(Cl)cc2)o1 | i | i | i | 0 | -12 | i | i | i | -5 | 4 | i
O=C(CCCCCN1C(=O)c2ccccc2C1=O)Nc1ccccc1 | i | i | i | 0 | -3 | i | i | i | -8 | 3 | i
N#CCOC(=O)C1c2ccccc2Oc2ccccc21 | i | i | i | -1 | -9 | i | i | i | 2 | 1 | i
Cn1cc(CN2CCC(O)CC2)c(-c2ccc(Oc3ccccc3)cc2)n1 | i | i | i | -1 | -9 | i | i | i | 2 | 1 | i
CC1CC(C)CN(S(=O)(=O)N2CCCC(C(=O)NCCCN3CCOCC3)C2)C1 (configuration not stated) | i | i | i | 7 | -8 | i | i | i | nt | 5 | i
COc1cccc(NC(=O)NNC(=O)c2ccc3c(c2)NC(=O)C(C)(C)O3)c1 | i | i | i | -1 | -7 | i | i | i | 4 | -1 | i
NC(=S)Nc1nccc(-c2cccs2)n1 | i | i | i | -3 | 5 | i | i | i | 2 | 0 | i
Cc1ccc(/C=N/NC(=O)Nc2ccccc2)o1 | i | i | i | 4 | -13 | i | i | i | 3 | 1 | i
NS(=O)(=O)c1ccc(CCNC(=O)CNC(=O)c2ccccc2F)cc1 | i | i | i | -3 | 0 | i | i | i | 0 | -2 | i
CCNC(=S)NNC(=O)c1ccc(OC)cc1 | i | i | i | nt | -2 | i | i | i | 4 | 3 | i
Cc1c(NC(=O)CN2C(=O)NC3(CCCCC3)C2=O)c(=O)n(-c2ccccc2)n1C | i | i | i | -1 | -5 | i | i | i | -3 | -2 | i
O=[N+]([O-])c1ccc2c(c1)C(O)n1ncnc1S2 (configuration not stated) | i | i | i | 1 | -14 | i | i | i | 1 | -4 | i
CCNC(=O)Cn1c(=O)c(=O)n(Cc2ccccc2)c2ccc(Cl)cc21 | i | i | i | -3 | -5 | i | i | i | 1 | 8 | i
COc1cc2c(c(OC)c1CC=C(C)C)C[C@H](c1ccc(O)cc1O)CO2 | i | i | i | -2 | -5 | i | i | i | 6 | 1 | i
CN1CCN(C(=O)c2cc(Br)cn2C)CC1 | i | i | i | -1 | -7 | i | i | i | -8 | -1 | i
CC(C)Oc1ccc(C(=O)Nc2cccc3cccnc23)cc1 | -6.8* | i | i | -2 | -4 | i | i | i | 4 | 4 | i
C=CCn1c(Oc2ccc(C(=O)OC)cc2)nc2c1c(=O)n(C)c(=O)n2C | i | i | i | 2 | -8 | i | i | i | 12 | 1 | i
O=C(C1=C[C@@H](c2ccc3c(c2)OCO3)C[C@@H](OCCCCO)O1)N1CCN(Cc2ccc3c(c2)OCO3)CC1 | i | i | i | 0 | -6 | i | i | i | -9 | 0 | i
COc1cccc(CN2CCN(C(=O)c3cccc(OC)c3)CC2)c1 | i | i | i | -2 | -8 | i | i | i | nt | 1 | i
O=c1oc(/C=C/c2ccco2)nc2sc3c(c12)CCC3 | i | i | i | -1 | -12 | i | i | i | 1 | 4 | i
CC(C)CNS(=O)(=O)c1ccc(CCC(=O)NC2CCCC2)cc1 | i | i | i | -2 | -12 | i | i | i | 1 | 2 | i
C=CCn1c(SCC(=O)Nc2nc3ccccc3s2)nc(O)c(CC)c1=O | i | i | i | 0 | -6 | i | i | i | 51* | 3 | i
O=C(NNC(=O)c1cc(C(F)(F)F)cc(C(F)(F)F)c1)c1ccc(Cl)cc1 | i | i | i | -2 | -2 | i | i | i | nt | -1 | i
O=C1N(Cc2cccc(Cl)c2)C[C@@H]2C[C@@H](c3ccccn3)N3CCC[C@@]123 | i | i | i | -2 | -9 | i | i | i | -8 | 3 | i
CCN1CCN(C(c2cccs2)C(C)NC(=O)c2ccccc2)CC1 (configuration not stated) | i | i | i | -2 | -5 | i | i | i | 5 | 0 | i
Cc1ccc(OCc2ccc(C(=O)Nc3nccs3)o2)cc1C | i | i | i | -1 | -6 | i | i | i | -2 | 1 | i
Nc1ccc(C(=O)N2N=C(c3ccc(F)cc3)CC2(O)C(F)(F)F)cc1 (configuration not stated) | i | i | i | 0 | -11 | i | i | i | -4 | 1 | i
Cc1csc2ncc(C(=O)N3c4ccccc4CC3C)c(=O)n12 (configuration not stated) | i | i | i | 4 | -1 | i | i | i | 9 | 1 | i
CC(/C=C/c1ccccc1F)=N\NC(=O)c1cccc(F)c1 | i | i | i | 0 | -18 | i | i | i | -5 | -3 | i
COCCCNC(=S)N/N=C/c1ccc(OC)c(Br)c1 | i | i | i | 0 | 0 | i | i | i | 3 | -3 | i
COc1ccc(Cc2nc(N)nc(N)n2)cc1 | i | i | i | 11 | 0 | i | i | i | -1 | 1 | i
CC(C)CC1NC(=S)N(C2CCCCC2)C1=O (configuration not stated) | i | i | i | -2 | -12 | i | i | i | 0 | 1 | i
C#CCOCCOCCOCCNc1nc(N2CCN(C(=O)[C@H]([C@@H](C)CC)n3cc([C@@H](N)CO)nn3)CC2)nc(N2CCN(C(=O)[C@H](CCCCN)n3cc([C@@H](N)CC(C)C)nn3)CC2)n1 | i | i | i | -1 | -3 | i | i | i | nt | -2 | nt
FC(F)(F)c1cccc(Cn2nnnc2-c2cccc(C(F)(F)F)c2)c1 | i | i | i | 1 | -14 | i | i | i | 4 | 0 | i
CCOC(=O)c1cccnc1SCC(=O)NC(C)CC (configuration not stated) | i | i | i | -5 | -7 | i | i | i | 19 | 5 | i
CC(C)(C)c1nnc2sc(SCCN3C(=O)c4ccccc4C3=O)nn2c1=O | i | i | i | -2 | -4 | i | i | i | 7 | -5 | i

Compound activity deposited in PubChem by several laboratories.
